Screens (PubChem BioAssay)
NIH3T3 tox = cytotoxic compounds in NIH 3T3 cells | NIH 3T3 viability, CellTiter-Glo ATP luminescence, 48-72 h | 4.3% of 94,000 active | Potency, µM (doses to about 96.7 µM), inactives show at the highest dose activity change, negative = cytotoxicity, hits mostly inhibitors | AID 1345082; note: potency is the fitted concentration of half-maximal effect; nearly all actives have a fitted effect of over 55% in size
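Viability of NIH 3T3 cells after 48 or 72 hr compound treatment at 37 °C was assessed by CellTiter-Glo, with luminescence imaged following a 10 min room-temperature step.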
GPT2 inh = blocks human glutamate pyruvate transaminase 2; Recombinant GPT2, coupled pyruvate oxidase/HRP Amplex Red fluorescence; Potency, µM (highest dose often 57.7 µM), for the others: top-dose activity change, negative = inhibition, usual class: inhibitors; 0.25% of 100,000 active; note: potency is the fitted concentration of half-maximal effect; nearly all actives have a fitted effect of over 60% in size; many of its hits are not listed in these tables
Target sequence (Q8TD30 whole entry, looked up): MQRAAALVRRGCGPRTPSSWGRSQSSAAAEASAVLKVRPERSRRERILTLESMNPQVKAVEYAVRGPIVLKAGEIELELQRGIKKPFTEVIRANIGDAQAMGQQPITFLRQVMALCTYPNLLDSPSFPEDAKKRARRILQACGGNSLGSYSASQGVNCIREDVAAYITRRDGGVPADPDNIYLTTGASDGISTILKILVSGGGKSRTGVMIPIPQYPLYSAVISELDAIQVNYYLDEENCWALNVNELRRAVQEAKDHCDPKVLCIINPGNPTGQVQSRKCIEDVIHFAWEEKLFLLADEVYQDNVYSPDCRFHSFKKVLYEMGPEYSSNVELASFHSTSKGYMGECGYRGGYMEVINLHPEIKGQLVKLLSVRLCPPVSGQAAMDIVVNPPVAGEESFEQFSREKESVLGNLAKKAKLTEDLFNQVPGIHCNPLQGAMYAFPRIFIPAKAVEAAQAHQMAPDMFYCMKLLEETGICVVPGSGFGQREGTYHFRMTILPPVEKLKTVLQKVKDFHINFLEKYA
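Inhibition is scored from Amplex Red fluorescence generated when pyruvate oxidase and HRP act on pyruvate released by GPT2. Reactions contain 10ng/uL enzyme, 250uM a-KG and 2mM L-alanine and run 30 min at room temperature.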
Luciferase inh = Photinus pyralis luciferase inhibition; purified P. pyralis luciferase, luminescence, biochemical; Potency, µM (top dose mostly 115 µM), inactives show top-dose activity change, negative = inhibition, hits mostly inhibitors; 2.5% of 76,000 active; AID 1347043; note: potency is the fitted concentration of half-maximal effect; nearly all actives have a fitted effect of over 65% in size
Target sequence (P08659 whole entry, looked up): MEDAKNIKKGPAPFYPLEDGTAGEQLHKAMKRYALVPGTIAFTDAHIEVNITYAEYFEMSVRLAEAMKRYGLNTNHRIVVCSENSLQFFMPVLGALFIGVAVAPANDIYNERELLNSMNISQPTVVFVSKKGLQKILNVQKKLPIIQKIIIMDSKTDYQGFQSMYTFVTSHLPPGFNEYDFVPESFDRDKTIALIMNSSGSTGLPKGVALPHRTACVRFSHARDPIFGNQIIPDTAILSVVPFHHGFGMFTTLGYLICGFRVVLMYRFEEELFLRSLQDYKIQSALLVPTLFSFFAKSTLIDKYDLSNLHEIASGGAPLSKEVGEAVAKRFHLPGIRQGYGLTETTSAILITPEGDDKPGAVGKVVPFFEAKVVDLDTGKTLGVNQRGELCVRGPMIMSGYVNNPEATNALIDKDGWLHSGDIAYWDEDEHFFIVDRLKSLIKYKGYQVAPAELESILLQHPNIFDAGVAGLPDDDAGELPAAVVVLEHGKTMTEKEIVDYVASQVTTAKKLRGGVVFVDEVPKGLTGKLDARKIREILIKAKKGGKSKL
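Luminescence read by CCD imaging after purified firefly luciferase (10nM final) was added to substrate buffer holding 10uM D-luciferin and 10uM ATP, pH 7.5, pre-dosed with compound.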
SNCA expr inhib = inhibitors of alpha-synuclein (SNCA) gene expression. HEK-293 SNCA-luciferase knock-in, luminescence, 24 h. Potency, µM (titrated, usually from 57.2 µM), inactives show at the highest dose activity change, negative = inhibition, usual class: inhibitors. 0.17% of 140,000 active. AID 1671194;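 note: potency is the fitted concentration of half-maximal effect; plate controls were DMSO cells for no effect and cell-free wells for full effect; nearly all actives have a fitted effect of over 45% in size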
HEK293 viab = counter-screen for SNCA expression inhibitors: cell viability. HEK-293-SNCA-luc viability, GF-AFC fluorescence, 24 h. Potency, µM (doses to about 57.1 µM), without a hit: at the highest dose activity change, negative = cytotoxicity, actives largely listed as cytotoxic. 0.12% of 150,000 active;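 note: potency is the fitted concentration of half-maximal effect; 0% = DMSO-treated cells and -100% = medium-only wells without cells; nearly all actives have a fitted effect of over 30% in size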
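Cytotoxicity counterscreen: after 24 h compound treatment of genome-edited SNCA-luciferase HEK-293 cells, live-cell protease substrate GF-AFC read by fluorescence after 30 min; activity scaled between DMSO (0%) and medium-only (-100%), curves Hill-fitted.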
HEK293 tox = kills HEK 293 cells. Potency, µM (doses to about 115 µM), inactives show top-dose activity change, negative = cytotoxicity, actives largely listed as inhibitors. HEK 293 viability, ATP luminescence (CellTiter-Glo), 48-72 h. 6.6% of 94,000 active. AID 1345083; note: potency is the fitted concentration of half-maximal effect; nearly all actives have a fitted effect of over 60% in size
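Viability of HEK 293 cells, plated at 250 cells/well, was judged by cellular ATP after compound treatment for 48 or 72 hr. Luminescence was imaged 10 min after CellTiter-Glo addition at room temperature.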
IP6K1 inhibitor = blocks human inositol hexakisphosphate kinase 1; Q92551; IP6K1 kinase, ADP-Glo luminescence, 2 h; active compounds read low; activity change, % (series mostly up to about 58 µM); 0.81% of 140,000 active; in the data active = activity change below about -25%
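ADP-Glo luminescence measures ADP made by human IP6K1 during a 2 h RT reaction with ATP/IP6 (mix at 1.3 mM/130 uM); top library doses 57.5 and 19.1 uM final.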
* hit, by the source's call; i = inactive; ? = inconclusive; . = not tested or not shown; [ ] = dose if it differs, or a comment. Unless noted, calls come from the whole dose curve; as a rule, active = well fitted curve in the direction sought with a large enough effect; inconclusive = small, poorly fitted or top-dose-only effect, or another doubt; inactive = no such curve, though single readings can be large; an effect the other way counts as inactive or inconclusive. Unless noted, % is set by controls: 0 for no effect and ±100 for the full control effect. Only part of the results is shown, so the mix of outcomes need not match the whole.

Results follow in this order: NIH3T3 tox, GPT2 inh, Luciferase inh, SNCA expr inhib, HEK293 viab, HEK293 tox, IP6K1 inhibitor
[1] CCc1noc(-c2cn(C3CCN(C(=O)c4ccccc4)CC3)nn2)n1
→ -6%, i, -6%, -11%, 8%, -4%, 30
[2] CC1CCc2onc(C(=O)N3CCN(c4ccccc4)CC3)c2C1 (stereo unspecified)
→ ., ., ., 67%[activator], 7%, ., 27
[3] CC(=O)NCCC(=O)N1Cc2ccccc2CC2(CCCN2CC2CCCCC2)C1 (stereo unspecified)
→ -8%, ?, ., 16%, -9%, -14%, -8
[4] CC(C)c1noc(-c2cccn3c(CNC(=O)c4ccc(C(C)(C)C)cc4)nnc23)n1
→ ?, i, ?, -16%, -3%, ?, 1
[5] CCC(O)Cn1nc(C2CCOCC2)nc1C1(C(N)=O)CC1 (stereo unspecified)
→ i, i, 0%, 18%, -11%, 10%, 0
[6] Cc1ccc(-c2noc([C@@H]3CCCN3C(=O)c3ccc(C(C)C)cc3)n2)cc1
→ ?, i, ?, 34%[activator], -1%, ?, 8
[7] COc1ncccc1-c1nccn2c(C3CN(Cc4ccccc4O)C3)ncc12
→ ?, 0%[88.5 µM], 0%[172 µM], 4%[87.6 µM], -3%[87.6 µM], ?, -12
[8] Cc1cccc(C)c1NC(=O)CN(Cc1ccc(Br)cc1)S(=O)(=O)c1ccccc1
→ ., ., ., 189%[activator], -15%, ., -10
[9] COc1cc(OC)cc(C(=O)N2CCC(Cc3nc(C(C)C)no3)CC2)c1
→ -30%, i, 10%, ?, 3%, ?, 8
[10] COCCCNC(=O)c1ccc2c(c1)n(Cc1ccccc1)c(=O)c1ccnn12
→ ?, -6%, -13%, -2%, -14%, ?, 1
[11] Cc1ccc(-c2cn3cc(C(=O)NCc4ccccn4)nc3s2)cc1
→ ?, -8%, ., 61%[activator], 1%, 79µM*, 4
[12] Cc1ccc(OCC(=O)Nc2ccc3nn(-c4ccc(Cl)cc4)nc3c2)cc1
→ ., ., ., 18%, 12%, ., 2
[13] O=C(CSCc1ccccc1Cl)NCc1ccc(Cl)c(Cl)c1
→ ., ., ., 40%[activator], 3%, ., 16
[14] CC(=O)Nc1ccc(NC(=O)CSc2nnc3c4cc(Br)ccc4n(C)c3n2)cc1
→ ., ., ., ?, -2%, ., 8
[15] O=C1[C@@H]2C[C@@H](O)CN2C2(CN(Cc3ccccn3)C2)C(=O)N1Cc1ccccc1F
→ -4%[174 µM], 3%[88.5 µM], 4%[172 µM], 0%[87.6 µM], 1%[87.6 µM], -3%[172 µM], -9
[16] CC(C)c1ccc(NC(=O)c2cc(S(=O)(=O)N(C)C3CCCCC3)ccc2F)cc1
→ ., ., ., 22%, 13%, ., -2
[17] NC(=O)c1ccc(CC2CCN(S(=O)(=O)c3ccc4c(c3)CCC4)CC2)cc1
→ -21%, i, 4%, -2%, 2%, ?, -16
[18] CN1CCCC2(C1)CN(Cc1cccnc1)c1ccc(C(=O)NCC3CCCCC3)cc12 (stereo unspecified)
→ 35µM*, 3%[88.5 µM], -5%[172 µM], ?, -6%[87.6 µM], 89µM*, 4
[19] O=C(CSc1nccn1Cc1ccccc1)Nc1ccc2c(c1)OCCO2
→ ., ., ., 48%[activator], -11%, ., -13
[20] CC(=O)N1CCN(C(=O)CCc2nc3ccc(F)cc3[nH]2)CC(O)C1 (stereo unspecified)
→ i, i, -9%, -3%, 3%, 0%, 11
[21] Cc1ccc(CNC(=O)c2ccc3c(c2)CN(Cc2ccncc2F)CCO3)cc1
→ ?, -8%, 1%, 6%, -6%, ?, 10
[22] C=CCN1C[C@@H]2C[C@@H](C(=O)OCC)N(C(=O)c3ccc(C)cc3)c3cccc(c32)C1=O
→ ?, -8%[27.3 µM], ., 2%[25.6 µM], ?, -6%[57.5 µM], 16
[23] COc1ccc(-c2nc(C)c(CCNC(=O)c3ccco3)s2)cc1
→ ., ., ., 144%[activator], -4%, ., 0
[24] C=CCS(=O)(=O)N1CCCC1C(=O)Nc1ccccc1-c1ccc(OC)cc1 (stereo unspecified)
→ i, i, 1%, -12%, -2%, 2%, -4
[25] CN(C)CCNC(=O)c1ccc2nc(CCc3ccccc3)oc2c1
→ ., ., ., 201%[activator], ?, ., -8
[26] CCNc1ncc(C(=O)NC2CC(c3nnc(CO)n3CC)C2)cn1 (stereo unspecified)
→ 4%, -7%, -9%, -1%, 4%, i, 9
[27] CCNC(=O)N1CCc2cc(OC)c(OC)cc2C1CNC(=O)c1ccc(C)cc1 (stereo unspecified)
→ -21%, -3%, -9%, 36%[activator], 0%, -22%, 8
[28] O=C(c1cccc(F)c1)N1CCC(c2nc(C3CCOCC3)no2)CC1
→ i, i, -1%, -10%, -4%, 9%, 8
[29] COc1ccc(C(=O)N2CCCCC2c2nc(CCOCC3CCOCC3)no2)cc1F (stereo unspecified)
→ ?, i, 9%, -2%, -1%[12.5 µM], ?, 26
[30] O=C(Nc1ccc2ncnc(N3CCCCC3)c2c1)c1cncc(Br)c1
→ -17%, 1%, -3%, 5%, -1%, ?, 13
[31] CC(C)Cc1cn(CC2CCCN(C(=O)c3n[nH]c4c3CCCC4)C2)nn1 (stereo unspecified)
→ ?, 1%, -11%, 9%, ?, ?, -9
[32] COc1ccc2c(CNC3CCC(C)CC3)c(C(=O)O)n(Cc3ccc(F)cc3)c2c1 (stereo unspecified)
→ ., ., ., ?, ?, ., 3
[33] COc1ccc(CN2CCCC3(C2)C(=NC2CCCCC2)NC(=O)N3c2cccc(OC)c2)cc1 (stereo unspecified)
→ ?, -6%, ., ?, -9%, ?, -6
[34] Cc1nc(C)c(C(=O)N2CCCN(Cc3ccncc3)C(c3ccccc3)CC(=O)NCC2)s1 (stereo unspecified)
→ -6%, i, 5%, -5%, 3%, -5%, -10
[35] Cc1cccnc1CC(C)NC(=O)c1csc2nc(-c3ccccc3Cl)cn12 (stereo unspecified)
→ ?, -1%, -24%, 0%, -5%, ?, -15
[36] CCn1ncc(N2CCC(NC(=O)CCC3CCCCC3)CC2)cc1=O
→ ?, -25%, -11%, -7%, -3%, -16%, 2
[37] CN1C(=O)c2ccccc2Sc2ccc(NC(=O)N3CCN(c4ccc(F)cc4)CC3)cc21
→ ., ., ., -28%, -3%, ., -2
[38] COC(=O)c1cc(OCC2CCC2)cc(C(=O)N2[C@H]3CCNC[C@@H]2CC3)c1
→ ?, 4%, 4%, 9%, -3%, -3%, -6
[39] O=C(NCc1ccc(Cl)cc1)c1nc2sccn2c1-c1cccnc1
→ ?, -3%, ., -29%, ?, ?, -3
[40] O=C1CO[C@H]2CCN(Cc3ccccn3)CC[C@@H]2N1CCc1cccnc1
→ ?, 2%[88.5 µM], -3%[172 µM], -18%[87.6 µM], -1%[87.6 µM], ?, -1
[41] CCc1ccc(NS(=O)(=O)c2ccc3[nH]cc(C(=O)NCCCOC(C)C)c(=O)c3c2)cc1
→ ., ., ., 12%, -6%, ., -14
[42] COc1ccccc1-c1[nH]nc2ncc(-c3ccnc(C)c3)nc12
→ ?, -1%[88.5 µM], -4%[172 µM], -4%[87.6 µM], 4%[87.6 µM], ?, 1
[43] O=C(CSc1nc(-c2ccccc2F)nc2cc(=O)[nH]n12)Nc1cccc(C(F)(F)F)c1
→ ., ., ., 21%, -13%, ., 2
[44] Cn1cc2c3c(cccc31)CN(C(=O)C1CCC1)CC2
→ 0%, 2%, 3%, -24%, 21%, -8%, 3
[45] Cc1cccc(C(=O)N2CCCCCCNC(=O)[C@@H]3C[C@@H](C(=O)N4CCc5ccccc5C4)C[C@@H]32)c1
→ ?, i, -1%, -15%, -7%, ?, -6

Reprinted at random: 3 compounds from above.
Results follow in this order: NIH3T3 tox, GPT2 inh, Luciferase inh, SNCA expr inhib, HEK293 viab, HEK293 tox, IP6K1 inhibitor
[12] Cc1ccc(OCC(=O)Nc2ccc3nn(-c4ccc(Cl)cc4)nc3c2)cc1
→ ., ., ., 18%, 12%, ., 2
[25] CN(C)CCNC(=O)c1ccc2nc(CCc3ccccc3)oc2c1
→ ., ., ., 201%[activator], ?, ., -8
[43] O=C(CSc1nc(-c2ccccc2F)nc2cc(=O)[nH]n12)Nc1cccc(C(F)(F)F)c1
→ ., ., ., 21%, -13%, ., 2

The listing continues.
Results follow in this order: NIH3T3 tox, GPT2 inh, Luciferase inh, SNCA expr inhib, HEK293 viab, HEK293 tox, IP6K1 inhibitor
[46] O=C(O)c1ccc(NC(=O)c2cc3ccccc3o2)cc1
→ ., ., ., 1%, -4%, ., 5
[47] CC(C)(C)NC(=O)N1CCCCCNC(=O)CC1c1ccccc1 (stereo unspecified)
→ -8%, i, -4%, 6%, 1%, -18%, 1
[48] Cc1cccc(NC(=O)Cn2c(=O)n(CCc3ccccc3)c(=O)c3sc4ccccc4c32)c1
→ ., ., ., 79%[activator], -4%, ., -5
[49] O=C(O)C[C@@H]1CCN(C(=O)Nc2ccc(OC(F)(F)F)cc2)C[C@@H]1CCN1C[C@@H]2C[C@H](C1)c1cccc(=O)n1C2
→ i, i, -1%, 14%, 6%, i, 8
[50] COCC(=O)N1CCC(Cc2nc(C3CCOCC3)no2)CC1
→ i, i, -2%, ?, 4%, 6%, 10
[51] CC1CCN(c2ccc(CNC(=O)c3ccc4c(c3)C(O)CCCCCN4C)cc2)CC1 (stereo unspecified)
→ 40µM*, -6%, -19%, -11%, -9%, ?, -4
[52] N#Cc1cccc(NC(=O)N2CCc3c(nc(-c4ccc(F)cc4)[nH]c3=O)C2)c1
→ ?, i, 3%, 2%, 0%, -22%, 26
[53] Cc1cc(C(=O)NC[C@@H]2CC[C@H]3C[C@@H]2C3(C)C)ccc1Cl
→ 35µM*, 3%[88.5 µM], -10%[172 µM], ?, -12%[87.6 µM], ?, 7
[54] COc1ccccc1-c1nc(-c2nnn3c2COC(c2ccccc2Cl)C3)no1 (stereo unspecified)
→ -4%, 4%, -8%, -8%, -3%, -6%, 2
[55] Cc1nnc(N2CCC(C(=O)NCCc3ccccc3)CC2)c2nn(-c3ccccc3)c(C)c12
→ ., ., ., -4%, 4%, ., 6
[56] O=C(c1ccc(F)cc1)N1CCC2(CCCCO2)CC1
→ -18%, i, 4%, -12%, 6%, -16%, 9
[57] O=C(c1ccc(F)cc1)c1cn(Cc2ccccc2F)c2cc3c(cc2c1=O)OCCO3
→ ., ., ., ?, -15%, ., -12
[58] CCOCCCNC(=O)c1cc(Sc2cccc(Cl)c2)nc2ccccc12
→ ., ., ., -10%, -4%, ., 10
[59] CC(C)C1=NOC2(CCN(Cc3ccc(C#N)cc3)C2)C1 (stereo unspecified)
→ i, i, ., -15%[87.6 µM], -10%[87.6 µM], -9%[172 µM], -2
[60] O=C(NCCN1CCCOC1=O)c1ccc2nc(C3CCCCC3)oc2c1
→ -3%, -2%, -14%, 1%, 7%, -14%, 8
[61] CC1(C)C(=O)N(CC2CCOCC2)[C@H]2CN(Cc3cccs3)C[C@@H]2[S+]1(=O)[O-]
→ 79µM*, -1%[88.5 µM], -6%[172 µM], ?, 6%[87.6 µM], 0%[172 µM], 2
